# TRPML3 ag: agonists of human TRPML3 channel | actives 0.29% (n = 220,000) | activation, % at 3 µM | Q8TDD5 | AID 1448 | HEK293 TRPML3-YFP, Fluo-8 calcium fluorescence; 100% = the carbachol control signal;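 active = activation above its plate's cutoff, the mean activation of the plate's test wells plus 3 SD, cut at about 12% in these data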;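 note: 0% = DMSO only wells and 100% = carbachol wells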
#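 Test system: HEK293 cells stably carrying human TRPML3-YFP; Doses: single dose, 3 µM final nominal compound, 0.3% DMSO final; Schedule: dye loading 1 h 37 °C then 30 min ambient, 125 s read; Technique: Fluo-8 calcium fluorescence; Benchmarks: high control carbachol 87 µM, low control DMSO.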
# TRPN1 ag: activates the zebrafish TRPN1 channel | HEK293 zebrafish TRPN1-YFP, Fluo-8 calcium fluorescence; 100% = response to 87 µM carbachol | activation, % at 3 µM | actives 0.18% (n = 220,000) | AID 1424;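 active = activation above its plate's cutoff, the mean activation of test wells on that plate plus 3 SD, cut at about 19% in these data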;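 note: 0% = DMSO alone and 100% = 87 µM carbachol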
#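 Material: zebrafish TRPN1-YFP in HEK293 cells. Doses: one dose of 3 µM, 0.3% DMSO. Incubation: dye 1 h 37 °C plus 30 min RT. Measured by: intracellular calcium fluorescence with Fluo-8.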
# CHOP inh: blocks CHOP induction under ER stress | AID 2732 | inhibition, % at 10 µM | CHO-K1 CHOP-promoter luciferase, tunicamycin-induced, 15-18 h | actives 3.8% (n = 220,000);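 active = compounds that reduced the stress-induced luciferase reporter signal by more than about 70% of percent inhibition, limit read from the data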;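 note: 0% = tunicamycin plus vehicle and 100% = wells without tunicamycin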
# NPY-Y1 antag: NPY-Y1 (human) receptor antagonism | HEK293-CNG Y1 cells, membrane potential fluorescence; NPY at EC95, then isoproterenol | P25929 | actives 1% (n = 200,000) | AID 1040 | inhibition, % at 3.6 µM;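 active = inhibition above the campaign mean inhibition of all tested compounds plus 3 SD, cut at about 20% in these data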;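 note: 0% = DMSO wells given NPY plus isoproterenol and 100% = isoproterenol alone without NPY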
# Target sequence (P25929 whole entry, looked up): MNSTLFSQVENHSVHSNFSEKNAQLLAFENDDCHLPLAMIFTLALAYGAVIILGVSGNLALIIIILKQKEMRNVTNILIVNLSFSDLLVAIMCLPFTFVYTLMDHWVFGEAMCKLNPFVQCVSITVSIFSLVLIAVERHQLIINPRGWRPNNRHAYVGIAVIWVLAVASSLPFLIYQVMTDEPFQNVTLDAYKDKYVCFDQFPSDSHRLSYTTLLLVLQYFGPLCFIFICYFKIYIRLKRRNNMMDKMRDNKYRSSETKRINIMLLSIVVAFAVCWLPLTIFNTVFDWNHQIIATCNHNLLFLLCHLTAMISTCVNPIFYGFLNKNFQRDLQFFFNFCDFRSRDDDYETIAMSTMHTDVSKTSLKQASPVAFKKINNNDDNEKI
#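 System: HEK293 cells with Y1 receptor plus CNG channel / Probe or stimulus: NPY 25 nM then isoproterenol 1 µM plus Ro 20-1724 25 µM / Compound: one concentration, 3.6 µM, in 0.4% DMSO / Schedule: compound incubation 1 h at room temperature, readout 45 min post-stimulation / Measured by: membrane potential fluorescence / Read-out: % inhibition of NPY effect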
# S1P4 antagonist: antagonists of human S1P4 receptor | S1P4-expressing cells, antagonist mode, reporter read-out | inhibition, % at 4.98 µM | actives 0.26% (n = 220,000) | AID 1510; in the data active = inhibition above about 29%;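 note: 0% = wells stimulated with agonist and 100% = vehicle wells without agonist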
# Target sequence (O95977 whole entry, looked up): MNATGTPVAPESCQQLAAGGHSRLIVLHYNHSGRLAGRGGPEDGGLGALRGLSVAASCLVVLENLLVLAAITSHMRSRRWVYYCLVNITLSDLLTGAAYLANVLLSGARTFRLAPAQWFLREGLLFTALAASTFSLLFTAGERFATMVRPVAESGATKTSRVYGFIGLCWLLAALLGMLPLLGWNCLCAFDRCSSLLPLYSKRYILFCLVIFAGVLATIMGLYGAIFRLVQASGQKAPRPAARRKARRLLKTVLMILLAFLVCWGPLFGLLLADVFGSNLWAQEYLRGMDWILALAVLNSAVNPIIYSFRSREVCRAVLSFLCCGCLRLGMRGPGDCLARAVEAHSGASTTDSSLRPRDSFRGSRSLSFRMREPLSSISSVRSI
# EP2 modulator: EP2 receptor (human) modulation; P43116; EP2-expressing cells, cAMP HTRF FRET, PGE2 co-stimulation; induction, % at 25 µM; actives 0.83% (n = 260,000); AID 940;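 active = compounds whose cAMP rise, as percent of the full-agonist control response, exceeds 60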;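 note: rat C6 glioma line stably carrying human EP2 under a CMV promoter; the protocol text gives 20 µM as final concentration; 100% = response of wells given 1 µM PGE2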
# S1P4 ag: agonists of human S1P4 receptor; O95977; S1P4-expressing cell line, agonist reporter assay; activation, % at 4.98 µM; actives 0.35% (n = 220,000); AID 1509; in the data active = activation above about 11%;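 note: 0% = DMSO vehicle and 100% = reference agonist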
# NPY-Y1 PAM-ag: potentiators or agonists of human neuropeptide Y receptor Y1. NPY-Y1 expressing cells, potentiator/agonist activation. activation, % at 3.6 µM. P25929. AID 1304. actives 0.37% (n = 220,000); in the data active = activation above about 33%, passing the limit was not always enough;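 note: cells stimulated with NPY at EC10 then isoproterenol at EC100; 0% = low agonist plus stimulus and 100% = saturating agonist plus stimulus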
# NPY2 pot ag: potentiates or activates human NPY-Y2 receptor. P49146. cells expressing NPY-Y2, potentiator/agonist read-out. activation, % at 3.6 µM. actives 0.45% (n = 220,000); in the data active = activation above about 27%;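 note: cells stimulated with NPY near EC25 plus isoproterenol at EC100; 0% = vehicle plus submaximal agonist and 100% = vehicle plus saturating agonist; some results beyond the cut were filed as inactive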
# * = called active by the depositor; · = not tested or not shown; & = joins results of further samples.
SMILES,TRPML3 ag,TRPN1 ag,CHOP inh,NPY-Y1 antag,S1P4 antagonist,EP2 modulator,S1P4 ag,NPY-Y1 PAM-ag,NPY2 pot ag
Cc1ccccc1C(=O)N1CCC(C(=O)Nc2cccc(F)c2)CC1,1.4,1.1,-9,0,-5,-18,1.5,11,5
CC12CN3CC(C)(CN(C1)C3c1ccc(F)cc1)C2 (stereo not drawn),0.0,0.7,0,-3,-11,-8&-23,-0.5,13,-6
Cc1ccc(C)c(NC(=O)CNS(=O)(=O)c2ccccc2)c1,-0.2,-1.1,-23,0,-4,-1,0.0,-19,-11
CCN(CC)c1nc(C)c(C(C)=O)cc1C#N,0.9,-0.1,27,11,0,47,-1.8,-13,-14
Cc1ccccc1/C=N\NC(=O)c1ccccc1-n1cccc1,0.6,-1.6,-8,12,-3,-2,3.6,-4,-1
CCOc1cc(/C=N/Nc2ccc(C(=O)O)cc2)ccc1OC(=O)c1ccccc1C,-0.2,0.5,-6,·,1,44,0.0,19,11
O=C(NNc1nc2c(F)cccc2s1)c1ccc(F)cc1,1.1,1.8,19,3,3,-58,0.1,9,-15
CCN1CCN(C(=O)CCc2ccc(S(=O)(=O)NCCc3ccccc3)cc2)CC1,0.3,1.0,2,3,-10,-25,-0.9,-15,8
CCOC(=O)C1CCCN(CCC(=O)Nc2ccc(F)c(F)c2)C1 (stereo not drawn),0.7,0.6,6,2,12,-10,0.8,3,2
Cc1c(C(=O)/C=C/N(C)C)nnn1-c1ccc(Cl)c(Cl)c1,1.4,2.6,13,·,5,-18,0.9,26,4
COc1ccc(OC)c(CNC(=O)C2CCN(C(=O)N(C)C)CC2)c1,0.6,1.9,-12,0,-38,3,0.3,5,14
Cn1c(COc2ccc3ccccc3c2)nnc1SCC(=O)OC1CCCCC1,0.7,-0.3,6,-4,-17,17,-0.4,-18,-7
Nc1nc(-c2ccccc2)c(-c2ccc([N+](=O)[O-])cc2)s1,1.8,2.8,74*,1,-6,-41,-0.8,-6,-14
Cc1noc(C)c1S(=O)(=O)N(CC(=O)NCc1ccc(Cl)cc1)c1ccc2c(c1)OCO2,0.3,-0.2,44,-2,-11,15,1.3,-12,0
O=C(COc1ccc2ccccc2c1)N1CCN(c2ccccc2O)CC1,0.8,2.4,34,2,-8,-53,1.2,-10,-14
Cc1n[nH]c(=O)n1-c1ccc(OCc2ccccc2)cc1,0.6,0.7,-1,5,-20,24,4.0,9,3
CCCCOC(=O)C1CCC[C@@H](C)N1 (stereo partly drawn),-0.6,0.4,28,5,-19,23,-1.8,12,-16
CCOc1ccc(N2C(=O)/C(=C/c3ccccn3)SC2=S)cc1,0.4,-0.9,-10,·,-6,5,1.1,2,-10
CCn1c(CC(=O)Nc2ccccc2)n[nH]c1=S,0.2,1.8,-3,6,-9,-13&18,0.9,-1,6
COCCNC(=O)Cn1c(=O)n(C)c2ccccc21,0.9,0.2,15,-1,-8,-2,2.0,11,5
CCn1c(=O)c2cc(C(=O)Nc3ccc(OC)cc3OC)sc2c2ccccc21,0.1,-1.6,-4,·,-14,16,1.3,-11,-17
Cc1ccc(CSc2sc(C(=O)c3ccccc3)c(N)c2C#N)cc1,0.9,-1.3,33,7,2,44,-0.7,-10,11
Cc1cc(=O)c2n(Cc3ccccc3Cl)nc[n+]2[nH]1,0.7,0.0,0,-1,-7,20&-33,1.2,-11,6
Cc1cc(O)ccc1N/C=C(\C#N)c1nc2ccccc2o1,0.5,1.6,73*,0,-3,7,1.4,8,-7
COc1ccc(NC(=O)Cn2nnc(-c3ccccc3F)n2)cc1Cl,0.5,-0.1,34,12,-2,-18,1.3,-29,1
COc1ccccc1CN1CCNC(=O)C1CC(=O)NCc1c(C)n[nH]c1C (stereo not drawn),0.2,0.1,-6,7,1,23,-0.1,23,13
CCOC(=O)N1CCN(C(=O)c2cccn3c(=O)c4c5c(sc4nc23)CCCC5)CC1,1.1,1.2,10,4,-1,4,-1.0,10,-9
O=C(Cn1nnc2ccccc2c1=O)N1CCOCC1,1.2,0.2,-14,-2,1,26,1.2,1,2
O=c1c2ccc([N+](=O)[O-])cc2ncn1CCOc1ccccc1,0.2,1.7,11,9,1,-6,0.0,25,7
COc1cc(/C=N/NC(=O)c2cc(-c3c(C)nn(-c4ccccc4)c3C)n[nH]2)ccc1O,0.2,-1.4,12,8,25,-18,-3.3,-7,-5

# Gathered by group: those above with a Cl atom.
SMILES,TRPML3 ag,TRPN1 ag,CHOP inh,NPY-Y1 antag,S1P4 antagonist,EP2 modulator,S1P4 ag,NPY-Y1 PAM-ag,NPY2 pot ag
Cc1c(C(=O)/C=C/N(C)C)nnn1-c1ccc(Cl)c(Cl)c1,1.4,2.6,13,·,5,-18,0.9,26,4
Cc1noc(C)c1S(=O)(=O)N(CC(=O)NCc1ccc(Cl)cc1)c1ccc2c(c1)OCO2,0.3,-0.2,44,-2,-11,15,1.3,-12,0
Cc1cc(=O)c2n(Cc3ccccc3Cl)nc[n+]2[nH]1,0.7,0.0,0,-1,-7,20&-33,1.2,-11,6
COc1ccc(NC(=O)Cn2nnc(-c3ccccc3F)n2)cc1Cl,0.5,-0.1,34,12,-2,-18,1.3,-29,1

# The results go on.
SMILES,TRPML3 ag,TRPN1 ag,CHOP inh,NPY-Y1 antag,S1P4 antagonist,EP2 modulator,S1P4 ag,NPY-Y1 PAM-ag,NPY2 pot ag
COc1ccc(OCCCC(=O)Nc2ccc3c(c2)OCO3)cc1,-0.8,-1.0,-21,-2,-10,-3,-0.5,-23,4
CCOC(=O)C(NC(C)=O)(Nc1ccc(F)cc1)C(F)(F)F (stereo not drawn),-0.5,-1.0,-23,0,-7,5,-0.3,11,11
Cc1ccc(-c2nn(-c3ccccc3)cc2CN(Cc2ccccc2)C(=O)CCC(=O)O)o1,0.0,0.5,-14,1,-2,28,0.0,5,7
COc1cc(C(=O)OCC(=O)NC(=O)C2CCCCC2)ccc1OC(F)F,0.2,0.5,43,5,-8,6,-0.3,14,2
NC(=S)N/N=C/c1ccccc1OCCSc1ccc(Cl)cc1,-0.6,-1.3,31,-1,14,-14,-3.7,1,-4
O=C(Nc1cccnc1)c1cccc([N+](=O)[O-])c1,3.1,0.6,26,·,-5,5,-0.1,6,-18
O=C(C1CCC(Cn2c(=O)[nH]c3ccccc3c2=O)CC1)N1CCN(c2ccccc2)CC1 (stereo not drawn),1.0,0.7,25,12,7,-5,0.9,-13,-1
CCN(CC)C(=O)CSc1nc2ccccc2c(=O)n1CC1CCCCC1,-1.1,-1.3,64,10,-12,30,0.0,-12,-4
CC1CN(c2ccc(NS(=O)(=O)c3ccccc3)cc2C(=O)O)CC(C)O1 (stereo not drawn),0.5,0.9,-3,·,12,7,-0.6,7,9
Clc1cccc(NCc2ccccc2)n1,-0.1,-1.2,-8,3,9,-16,-0.9,-23,-13
Cc1nc(SCC(=O)c2ccc(F)c(F)c2)[nH]c(=O)c1Oc1ccc(F)cc1,0.0,0.1,-10,·,6,-8,0.0,-20,-11
Cc1ccc(OCc2nnc(SCc3cc(=O)[nH]c4ccccc34)n2-c2ccccc2)cc1,-0.3,-1.7,17,3,-15,12,-0.3,6,1
Brc1ccc(-c2csc(N3CCc4ccccc4C3)n2)cc1,0.9,0.3,23,1,-18,32,1.2,1,6
Nc1n[nH]c(C(F)(F)F)c1-c1ccccc1,0.9,-2.1,2,-6,1,-19,1.6,-2,6
COc1cc(CCC(=O)Nc2cccc(C(F)(F)F)c2)cc(OC)c1OC,-0.7,-1.4,7,3,-3,10,-0.6,-1,14
COC(=O)/C(=N\Nc1ccccc1)Sc1nnc(-c2ccc(OC)cc2)n1C,0.4,-1.4,2,4,-12,-4,1.9,-4,-8
Cn1nnc(NC(=O)C(c2ccccc2)c2ccccc2)n1,0.9,1.1,-2,0,1,11,-0.1,-6,-4
COc1ccc(Oc2ccc(C(F)(F)F)cc2NC(=O)c2ccc(F)cc2)cc1,2.3,3.3,21,·,11,13,-0.5,-51,-64
COc1ccc(N2CCN(C(CNC(=O)C(C)(C)C)c3cccnc3)CC2)cc1 (stereo not drawn),1.1,1.0,1,6,-14,1,0.5,-4,6
CC1(C)OC(=O)N(CC(=O)Nc2ccccc2)C1(C)O (stereo not drawn),0.6,-2.2,11,-9,3,5,-0.9,5,-19
COc1ccc(CN2CCNC(=O)C2CC(=O)NCc2cccc(C)n2)c(OC)c1 (stereo not drawn),-0.3,2.4,5,·,-13,11,1.5,0,-8
COc1cccc(-n2cnc3scc(-c4cccs4)c3c2=O)c1,-1.1,-1.8,9,8,3,-38,0.8,-1,-6
CCN(CC)c1ccc(NS(=O)(=O)c2ccc3c(c2)oc(=O)n3C)c(C)c1,0.3,0.8,48,-3,-21,-16,-2.6,9,11
COc1cc(CNCCc2c[nH]c3ccccc23)cc(Cl)c1OCC(N)=O,0.8,2.6,-1,8,-14,-11,1.5,27,6
Cc1ccc(CSCCNC(=O)c2ccc(C)cc2)cc1,-1.3,-2.9,-1,9,0,-39,0.8,-2,-8
Cc1ccc(-n2c(CNc3ccc(F)cc3)nnc2SCC(=O)N2CCOCC2)cc1,1.7,-0.8,18,-1,-6,20,-0.4,0,-12
NC1=NC(=Nc2cccc(Cl)c2)c2ccccc21,0.2,-1.4,6,0,-13,-19,0.7,-28,10
Cc1cccc(NS(=O)(=O)c2cnc(Cl)c(Br)c2)n1,0.6,2.1,12,2,-4,7,1.7,-10,-1
COc1cc2[nH]c(=O)n(CCCCCC(=O)NCCCN3CCCC3=O)c(=O)c2cc1OC,-0.5,-1.2,-10,2,-14,28,1.4,-10,6
CC(C)N(c1ccccc1)c1ccc(NC(=O)C2CCCO2)cc1 (stereo not drawn),-0.1,-0.1,25,-1,-21,-43,1.5,17,9
CN=CC1=C(O)CC(C)(C)CC1=O,0.9,0.7,-3,-5,6,13,-0.9,-9,4
CC(Sc1nnnn1-c1ccc(Cl)cc1)C(=O)NCC(=O)Nc1ccc(F)c(F)c1F (stereo not drawn),0.4,2.0,18,1,-10,-11,1.0,1,9
COC(=O)c1cnc(Oc2ccc(NC(=O)NC(=O)c3ccccc3Cl)cc2)cc1C(F)(F)F,1.1,2.7,0,·,4,16,2.1,-19,5
COc1ccc(-c2ccc(SCc3cccnc3)nn2)cc1OC,2.4,1.4,25,-1,-2,-33,-1.8,-13,-4
Cc1ccc(Oc2cc(NC(=O)CCCn3nc(C)c([N+](=O)[O-])c3C)cc([N+](=O)[O-])c2)cc1,0.9,-0.1,71*,2,-12,-10,0.5,-8,20
CC(=O)c1c(C)[nH]c(C(=O)Nc2cc(S(=O)(=O)N(C)C)ccc2C)c1C,0.9,2.1,-11,2,0,-6,0.7,10,-11
Cc1ccc(CNC(=O)/C(C#N)=C\c2ccc(N(C)C)cc2)cc1,-0.2,2.1,25,0,-21,3,3.5,-21,-2
COc1ccc(C2N(c3ccccc3)CCN2c2ccccc2)cc1O,0.3,-1.8,37,-1,0,15,0.2,-12,-14

# High-throughput results from PubChem.
